Source: PubChem BioAssay
Hsp70 inhibitors – Hsp70 inhibitors, probe displacement, primary screen, biochemical, fluorescence polarization (AID 583). Hsp70 fluorescence polarization probe displacement, mP; higher % means a stronger effect. one-dose displacement, % at 20 µM; IC50 in µM for titrated hits. 0.06% of 140,000 active; in the data active = displacement above about 50%;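 also: plate controls were vehicle for no effect and reference ligand for full effect; a part of the inactive calls stands beside numbers as strong as those of hits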
MKP-3 inhibition – MKP-3 phosphatase inhibitors, primary screen, biochemical, rat enzyme, in vitro (AID 425); Dual specificity protein phosphatase 6 (Rattus norvegicus); one-dose inhibition, % at 20 µM; IC50 in µM for titrated hits; recombinant MKP-3 phosphatase activity, fluorescence; higher % means a stronger effect; 0.17% of 110,000 active; in the data active = inhibition above about 50%;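 also: plate controls were vehicle for no effect and reference inhibitor for full effect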
* hit, by the source's call; · = no result given; & = joins results of further samples. Some of the compounds tested, so the mix of outcomes need not match the whole.

Hsp70 inhibitors	MKP-3 inhibition	canonical_smiles
-0.6%	4%	CCCCN(CC)Cc1c(C)[nH]c2ccc(C)cc2c1=O
1.8%	-3%	COC(=O)CSc1nnc([C@H](Cc2ccccc2)NC(=O)OC(C)(C)C)o1
-2.6%	·	CCCCC(=O)NC(NC(=S)N1CCOCC1)C(Cl)(Cl)Cl (stereo not given)
-7.1%	0%	COc1ccc(-c2noc(-c3ccc(I)cc3)n2)cc1
2.2%	-13%	CCc1c(C#N)c(N)nc(SCC(=O)OCc2ccccc2)c1C#N
-7.2%	1%	O=C(NC(=S)Nc1ccc(Br)cc1)c1ccco1
0.4%	2%	O=C(COC(=O)c1ccccc1C(F)(F)F)c1ccc(Br)cc1
-0.8%	·	Cc1ccc(NC(=O)N(C2=NCC(C)S2)c2ccccc2)cc1 (stereo not given)
11%	0%	COc1ccc(S(=O)(=O)Nc2ccc3c(c2)OCCO3)cc1Cl
8.7%	-3%	COc1ccc(S(=O)(=O)NCc2ccco2)cc1-c1nnc2c3ccccc3c(C)nn12
2.5%	-12%	Cc1ccc(S(=O)(=O)NC(C)c2ccc(-c3ccccc3)cc2)cc1[N+](=O)[O-] (stereo not given)
5.2%	-3%	O=C(/C=C/c1ccc2c(c1)OCO2)Nc1ccncc1
-4.0%	·	Cc1cc2nnc(SC(C)C)n2c2ccccc12
5.4%	2%	Cc1ccccc1NC(=O)CSc1nc(Nc2ccccc2)nc(N2CCOCC2)n1
2.1%	-3%	CC(C)OC(C(=O)c1ccccc1)c1ccccc1 (stereo not given)
1.6%	2%	N#CC(C#N)=Cc1cn(-c2ccccc2)nc1-c1ccc(-c2ccc([N+](=O)[O-])cc2)o1
-4.1%	·	CCN1CCN(C(=O)CSc2cc(=O)n(CC)c3ccccc23)CC1
2.0%	-3%	CNC(=O)c1ccc(N(C)S(=O)(=O)c2ccccc2)cc1
-1.9%	·	CCCCNC(=O)C1CCN(Cc2ccc(OCc3ccccc3)cc2)CC1
3.8%	-10%	COC(=O)C1=C(CN2CCCc3ccccc32)NC(=O)NC1c1ccc(F)cc1 (stereo not given)
-2.7%	11%	CCOc1ccc(-c2cc(CCCC(=O)NCCc3ccc(OC)c(OC)c3OC)no2)cc1
-0.3%	-9%	OC(COc1ccc2c(c1)OCO2)CN1CCc2ccccc2C1 (stereo not given)
-5.5%	1%	O=C(O)C12CC3CC(C1)CC(n1cnc(Cl)n1)(C3)C2
-3.1%	-3%	CN(Cc1ccccc1)C(=O)c1ccccc1NC(=O)c1ccco1
0.8%	3%	COc1cc(C2Nc3cc(C)ccc3NC3=C2C(=O)CC(C)(C)C3)ccc1O (stereo not given)
0.1%	-17%	O=C(c1ccccc1CCc1ccccc1)N1CCOCC1
-0.7%	-2%	Cc1cccc(NC(=O)CCNS(=O)(=O)c2cccc3nsnc23)c1
-0.1%	-11%	Cc1cc(C)c(NC(=O)CCCOC(=O)C2=COCCO2)c(C)c1
·	0%	O=S(=O)(c1cccc(F)c1)N1CCN(Cc2ccc3c(c2)OCO3)CC1
3.1%	-2%	O=C(NC=C(Cl)Cl)c1ccc(Cl)cc1
3.2%	8%	CCc1ccccc1NC(=O)c1c(NC(=O)Cc2ccccc2)sc(-c2ccccc2)c1C
7.2%	·	COc1ccc(OC(=O)c2cn(C)nc2C(F)(F)F)cc1
12%	2%	CCc1cc(C(=O)COc2ccccc2F)c(O)cc1O
-3.9%	2%	Cc1c(NC(=O)c2ccc(-c3ccccc3[N+](=O)[O-])o2)cccc1-c1nc2ncccc2o1
-0.9%	-2%	CCn1c(CCNC(=O)c2cccs2)nnc1SCC(=O)NC1CCCCC1
-2.1%	-4%	Cc1cc(C)n2nc[n+](C)c2n1
0.5%	0%	C=CCn1c(=S)[nH]c2sc3c(c2c1=O)CCc1ccccc1-3
1.8%	1%	O=C(c1ccc2c(c1)OCCO2)N1CCOCC1
·	3%	O=C(Nc1ccc(Cl)cc1)c1cc(Cl)ccc1[N+](=O)[O-]
0.6%	·	O=C1[O][Bi][O]c2ccccc21

Of the compounds above, 12 have a halogen.
Hsp70 inhibitors	MKP-3 inhibition	canonical_smiles
-2.6%	·	CCCCC(=O)NC(NC(=S)N1CCOCC1)C(Cl)(Cl)Cl (stereo not given)
-7.1%	0%	COc1ccc(-c2noc(-c3ccc(I)cc3)n2)cc1
-7.2%	1%	O=C(NC(=S)Nc1ccc(Br)cc1)c1ccco1
0.4%	2%	O=C(COC(=O)c1ccccc1C(F)(F)F)c1ccc(Br)cc1
11%	0%	COc1ccc(S(=O)(=O)Nc2ccc3c(c2)OCCO3)cc1Cl
3.8%	-10%	COC(=O)C1=C(CN2CCCc3ccccc32)NC(=O)NC1c1ccc(F)cc1 (stereo not given)
-5.5%	1%	O=C(O)C12CC3CC(C1)CC(n1cnc(Cl)n1)(C3)C2
·	0%	O=S(=O)(c1cccc(F)c1)N1CCN(Cc2ccc3c(c2)OCO3)CC1
3.1%	-2%	O=C(NC=C(Cl)Cl)c1ccc(Cl)cc1
7.2%	·	COc1ccc(OC(=O)c2cn(C)nc2C(F)(F)F)cc1
12%	2%	CCc1cc(C(=O)COc2ccccc2F)c(O)cc1O
·	3%	O=C(Nc1ccc(Cl)cc1)c1cc(Cl)ccc1[N+](=O)[O-]

The list continues:
Hsp70 inhibitors	MKP-3 inhibition	canonical_smiles
8.4%	-5%	CS(=O)(=O)Cc1nc2ccccc2oc1=O
-0.3%	-1%	CC1(C)CC(N2CCN(c3ccccc3)CC2)=CC(=[N+]2CCCC2)C1
-3.7%	4%	CCOc1cccc(N2C(=O)CC(SCC(=O)Nc3ccc4ccccc4c3)C2=O)c1 (stereo not given)
2.1%	-7%	CC(=O)Nc1ccccc1NC(=O)CN(C)S(=O)(=O)c1ccc(C)cc1
11%	-10%	COc1ccc(Cl)cc1NC(=O)CCN1CCN(c2ccccc2C)CC1
4.4%	-1%	O=[N+]([O-])c1ccc(Cl)c(/C=N/N2CCN(Cc3cccc4ccccc34)CC2)c1
-5.0%	0%	COc1ccc(C2(CNC(=O)C3COc4ccccc4O3)CCCC2)cc1OC (stereo not given)
1.8%	-2%	O/N=C/c1ccc(OCC(O)COc2ccc(/C=N/O)cc2)cc1
-3.0%	-6%	COC(=O)c1ccc2c(=O)n(CCCCCC(=O)N3CCN(c4ccc(F)cc4)CC3)c(=O)[nH]c2c1
0.1%	-10%	CC(=O)/C(C#N)=C1\NC(=O)C(Cc2ccccc2Cl)S1 (stereo not given)
1.5%	3%	CC(=O)c1ccc(NC(=S)NC(NC(=O)Cc2ccccc2)C(Cl)(Cl)Cl)cc1 (stereo not given)
-0.9%	5%	COc1cc(NC(=O)c2ccc3ccccc3c2)ccc1NC(=O)c1ccco1
-5.2%	4%	CC(C)(C)c1ccc(OCC(=O)Nc2sc3c(c2C(N)=O)CCCC3)cc1
4.6%	-1%	CC(=O)N(CCC1(Cc2ccccc2)CCOC(C)(C)C1)Cc1ccccc1 (stereo not given)
2.6%	-1%	C/C(=N\NC(=O)C(C)Sc1nc(C)cc(C)n1)c1ccc(Br)cc1 (stereo not given)
5.1%	7%	CCOc1cc(N2CCOCC2)c(OCC)cc1NS(=O)(=O)c1ccc(Cl)s1
0.5%	-1%	CCOC(=O)c1c(C)n(C)c2ccc(OCC(N)=O)cc12
4.3%	-1%	CCOc1cc(C2C(C#N)=C(N)Oc3n[nH]c(CC)c32)ccc1OCCN1CCOCC1 (stereo not given)
-2.3%	-5%	Cc1nn(-c2ccccc2)c2c1C(c1ccc(F)cc1F)C(C#N)=C(N)O2 (stereo not given)
0.9%	4%	COc1ccc(-c2noc(COc3ccccc3C)n2)cc1

One compound at a time, as listed above. Screens in order: Hsp70 inhibitors, MKP-3 inhibition
CC(=O)c1ccc(NC(=S)NC(NC(=O)Cc2ccccc2)C(Cl)(Cl)Cl)cc1 (stereo not given) is listed with 1.5%, 3%
CC(=O)N(CCC1(Cc2ccccc2)CCOC(C)(C)C1)Cc1ccccc1 (stereo not given) is listed with 4.6%, -1%
C/C(=N\NC(=O)C(C)Sc1nc(C)cc(C)n1)c1ccc(Br)cc1 (stereo not given) is listed with 2.6%, -1%
Cc1nn(-c2ccccc2)c2c1C(c1ccc(F)cc1F)C(C#N)=C(N)O2 (stereo not given) is listed with -2.3%, -5%
CCOc1cc(C2C(C#N)=C(N)Oc3n[nH]c(CC)c32)ccc1OCCN1CCOCC1 (stereo not given) is listed with 4.3%, -1%

Next section
Hsp70 inhibitors	MKP-3 inhibition	canonical_smiles
-1.5%	·	CC(C)N(C(=O)c1ccc2nc3c4ccccc4c4ccccc4c3nc2c1)C(C)C
6.4%	-3%	CCOC(=O)C1CCCN(c2c(N3CCN(c4cccc(Cl)c4)CC3)c(=O)c2=O)C1 (stereo not given)
2.4%	0%	Cc1ccc2nc(-c3ccc(NC(=O)/C=C\C(=O)O)cc3)sc2c1
4.8%	-6%	CC(C)OC(=O)c1ccc(NC(=O)C2C3CC4OC(=O)C2C4C3)cc1 (stereo not given)
3.0%	1%	CCOC(=O)CSc1nc(CC)nc2ccccc12
1.1%	-10%	CCOC(=O)c1cnc2c(Cl)c(Cl)ccc2c1N1CCN(C)CC1
-7.1%	4%	COc1ccc(/C=C(/C#N)C(=O)Nc2cccc(Br)c2)cc1C
0.4%	62%*	Cc1cc2n(n1)SC(Nc1ccccc1)N2 (stereo not given)
-3.2%	-1%	CCC(=O)Oc1ccc2c3c(c(=O)oc2c1C)CCC3
-0.1%	4%	CCOC(=O)Cn1c(C(F)(F)F)nc2ccccc21
-26%	-6%	N#CC1=C(N)SC(N)=C(C#N)C1CCc1ccccc1
0.4%	-2%	C=C(C)Cn1c(SCC(=O)O)nc2c1c(=O)[nH]c(=O)n2C
0.7%	·	CC(C)n1nnnc1SCC(=O)Nc1ccc2c(c1)OCO2
3.0%&-3.1%	-6%&4%	C=CCNC(=O)C1CC(=O)N(c2ccc(Br)cc2)C1 (stereo not given)
0.6%	3%	CCCc1[nH]nc2c1C(c1cccc(OC)c1)C(C#N)=C(N)O2 (stereo not given)
-3.1%	2%	CC(=O)Nc1ccc(NC(=O)c2cccc(F)c2)cc1
-0.5%	3%	COc1ccc(/C(CC2(O)C(=O)Nc3ccccc32)=N\O)cc1 (stereo not given)
3.7%	-6%	Cc1ccnc(NC(=O)CCC2COc3ccccc3O2)c1 (stereo not given)
3.5%	·	CC1(C)OC(=O)N(c2ccccc2)C12C=Cc1cc(Br)ccc1O2 (stereo not given)
2.0%	13%	COc1cc(C(=O)c2cc(Br)ccc2NC(=O)COc2ccc(C)cc2)cc(OC)c1OC
3.0%	·	Cc1cc2nncn2c2ccccc12
6.2%&4.7%	1%	O=C(c1ccc(S(=O)(=O)N2CCOCC2)cc1)N1CCCc2ccccc21
·	-4%	O=C(Nc1nnc(-c2ccc3c(c2)CCCC3)o1)C1COc2ccccc2O1 (stereo not given)
4.2%	-8%	CCCn1c(SCC(=O)c2ccc3c(c2)OCCO3)nc2c1c(=O)n(C)c(=O)n2C
-2.3%	-8%	CN(C)S(=O)(=O)c1ccc(C(=O)Nc2ccccc2OC(F)(F)C(F)F)cc1
-5.3%	-2%	O=C1NC(=O)N(c2cccc(Br)c2)C(=O)/C1=C/c1ccc(Oc2ccc([N+](=O)[O-])cn2)cc1
2.9%	-4%	CCOC(=O)N1CCN(c2nc(-c3ccco3)cc(C(F)(F)F)n2)CC1
-1.0%&3.8%	-1%&0%	O=C(NC1CCCCC1)c1ccc(Br)o1
-0.8%	8%	CCc1nc2ccccc2c(C(=O)OCC(=O)NCCCN2CCCC2=O)c1C
0.0%	3%	O=c1oc2cc(OCCO)ccc2c2c1CCCC2
3.2%	·	COc1ccc(-c2nnc(SC(C)C(=O)Nc3nccs3)n2Cc2ccccc2)cc1OC (stereo not given)
1.9%	2%	CCN(CCCc1ccccc1)CCCc1ccccc1
-3.0%	-12%	CCNc1nc(N)nc(Oc2ccc(OCCOc3ccc(Cl)cc3Cl)nn2)n1
4.3%	0%	COc1ccc(N(CC(=O)NCc2ccccc2)S(=O)(=O)c2ccccc2)cc1
7.1%	-5%	COc1ccc(-c2nc3cc(NC(C)=O)ccc3o2)cc1
2.9%	-5%	COc1cccc(CC(NC(C)=O)C(=O)NC2CCN(c3c4c(nc5ncnn35)CCC4)CC2)c1 (stereo not given)
1.8%	2%	O=C(NCCCN1CCOCC1)c1ccc(CS(=O)(=O)c2c(Cl)cccc2Cl)o1
104%*	104%*	Cc1ccc(C)n1-c1ccc(Cl)cc1C(=O)O
-0.3%&3.9%	-1%	O=C(O)CCC(=O)Nc1ccc(F)cc1
1.2%	·	CC(=O)c1c(C)[nH]c2ccccc2c1=O
4.7%&9.2%	4%	Cc1cc(C)n(-c2nc(N(C)C)nc(N(C)C)n2)n1
1.2%	-11%	COc1ccc(OC)c(-c2nc(C)sc2CC(=O)O)c1
5.8%	0%	CCOC(=O)c1c(C)[nH]c(N=Nc2cccc([N+](=O)[O-])c2)c1C
-2.5%	3%	COc1cc(OC)cc(C(=O)Nc2ccc3oc(-c4ccccc4F)nc3c2)c1
-1.3%	·	CCc1c(C)nc2cc(-c3ccc(OC)c(OC)c3)nn2c1N1CCC(C)CC1
0.3%	-5%	CCNS(=O)(=O)c1ccc(NS(=O)(=O)c2cc(C)ccc2C)cc1
-2.8%	2%	CCc1nc(SCC(=O)N2CCCC2)c2ccccc2n1
8.0%	·	CCC1Oc2ccc(C)cc2N(CC(=O)N(Cc2ccncc2)Cc2ccco2)C1=O (stereo not given)
-1.1%	-4%	O=C(O)c1cccc(N2C(=O)c3ccc(Oc4cccc([N+](=O)[O-])c4)cc3C2=O)c1
4.9%	1%	CCOC(=O)c1c(NC(=O)c2ccc(OC)c(OC)c2)sc(C(=O)Nc2ccc(C)cc2C)c1C
-1.5%	6%	CCOC(=O)c1snc(-c2ccc(F)cc2)c1N
-2.5%	2%	CCN(CC)CCN1C(=O)C(O)=C(C(=O)/C=C/c2ccccc2)C1c1ccc(O)c(OC)c1 (stereo not given)
-6.1%	-4%	CC1(C(=O)O)CCC(C(=O)N2CCOCC2)C1(C)C (stereo not given)
